Screening results as filed in PubChem.
Glioma ERSR ind – ER stress response induction in glioma. Potency, µM, for the others: top-dose activation, hits mostly activators. AID 602332. U87-MG GRP78 promoter luciferase reporter, 16 h. 0.02% of 420,000 active; also: potency is read from the fitted curve at half-maximal effect; series mostly up to about 76 µM; % of control where 0% means no effect; nearly all actives have a fitted effect of over 35% in size
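Stably transfected U87-MG human glioma cells carrying a GRP78-based luminescent sensor were seeded at 1000 cells/well, pin-dosed with compounds and incubated 16 h. Luciferase reagent was then added, and end-point luminescence was read after 10 min at room temperature.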
D1 ag – human D1 receptor agonism; P21728; HEK293 T-REx D1 cells, calcium flux, agonist mode; activation, % at 2 µM; 1% of 360,000 active; in the data active = activation above about 30%; also: 0% is about no effect
Target sequence (P21728 whole entry, looked up): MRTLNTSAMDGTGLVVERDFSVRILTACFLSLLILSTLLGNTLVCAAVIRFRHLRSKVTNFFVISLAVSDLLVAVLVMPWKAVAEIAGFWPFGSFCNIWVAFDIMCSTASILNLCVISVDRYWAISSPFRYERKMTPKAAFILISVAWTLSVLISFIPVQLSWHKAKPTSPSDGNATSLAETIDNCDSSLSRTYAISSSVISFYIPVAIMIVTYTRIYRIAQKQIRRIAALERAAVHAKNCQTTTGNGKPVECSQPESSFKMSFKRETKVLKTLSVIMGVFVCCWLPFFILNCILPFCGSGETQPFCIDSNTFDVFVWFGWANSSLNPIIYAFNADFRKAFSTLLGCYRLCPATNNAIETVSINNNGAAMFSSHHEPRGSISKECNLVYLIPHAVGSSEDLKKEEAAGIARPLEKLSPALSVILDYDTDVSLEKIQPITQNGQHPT
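Tetracycline-induced HEK293 TREx D1 cells, force-coupled to calcium signalling, were dye-loaded with a no-wash calcium kit. Compound was pin-added after a 10 s baseline. Fluorescence was read kinetically at 1 cycle/s for 180 s, with calcium rises flagged as agonism.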
Vif-APOBEC3G blk – Vif-A3G binding inhibition; Potency, µM (titrated, usually from 46.1 µM), for the others: at the highest dose activity, negative = active, actives largely listed as inhibitors; Q9HC16; HeLa A3G-eYFP + Vif (tagged APOBEC3G with the HIV-1 protein that degrades it), YFP fluorescence, overnight; 0.076% of 410,000 active;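 also: potency is read from the fitted curve at half-maximal effect; % is scaled to controls: 0 for no effect and ±100 for the full control effect; nearly all actives have a fitted effect of over 60% in size; hits raise eYFP signal because A3G escapes Vif-driven loss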
Target sequence (Q9HC16 whole entry, looked up): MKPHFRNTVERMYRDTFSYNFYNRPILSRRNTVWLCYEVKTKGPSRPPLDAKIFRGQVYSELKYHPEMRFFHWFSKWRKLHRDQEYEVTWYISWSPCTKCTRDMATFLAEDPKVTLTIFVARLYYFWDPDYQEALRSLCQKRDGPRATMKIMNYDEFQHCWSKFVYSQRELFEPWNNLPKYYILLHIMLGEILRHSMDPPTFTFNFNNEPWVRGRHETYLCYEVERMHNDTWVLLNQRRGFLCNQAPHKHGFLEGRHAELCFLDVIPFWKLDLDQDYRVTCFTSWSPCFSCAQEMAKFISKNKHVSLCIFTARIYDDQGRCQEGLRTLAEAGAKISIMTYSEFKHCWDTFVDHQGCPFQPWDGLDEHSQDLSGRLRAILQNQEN
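Read-out is eYFP fluorescence (Ex 488/Em 500-530) from Vif-expressing HeLa A3G-eYFP cells; more signal means A3G escaped Vif-mediated degradation. Cells plated overnight, compound pinned in, incubated overnight at 37 deg C.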
Vif-APOBEC3F blk – inhibitors of Vif-A3F interaction. HeLa A3F-eYFP + Vif (tagged APOBEC3F with the HIV-1 protein that degrades it), YFP fluorescence increase. Potency, µM (top dose mostly 46.1 µM), inactives show at the top dose activity, negative = active. 0.2% of 390,000 active; also: potency is read from the fitted curve at half-maximal effect; % of control where 0% means no effect; nearly all actives have a fitted effect of over 65% in size
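Fluorescence increase (Ex 488/Em 500-530) after overnight compound treatment at 37 deg C flags inhibition of Vif-driven A3F-eYFP loss in stable HeLa A3F-eYFP/Vif cells seeded overnight beforehand.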
D1 PAM – human D1 dopamine receptor positive modulation | 0.036% of 360,000 active | HEK293 TREx D1 cells, calcium flux, dopamine EC20 potentiation | potentiation, % at 10 µM | P21728; in the data active = potentiation above about 30%; also: 0% is about no effect
LDHA inh – inhibitors of human lactate dehydrogenase A; activity change, % (values are at about 110 or 230 µM); purified LDHA, NADH/diaphorase-resazurin fluorescence; stronger effect = lower value; AID 1347041; P00338; 0.15% of 480,000 active; in the data active = activity change below about -30%; inconclusive = mostly about -25% to -30%;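 also: plate controls were DMSO wells for no effect and wells without enzyme for full effect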
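Remaining NADH was detected by diaphorase (0.133 mg/mL) converting 37 µM resazurin to fluorescent resorufin, read at 0 and 20 minutes. The preceding 5-minute room-temperature reaction used 2 nM LDHA, 0.2 mM sodium pyruvate and 0.06 mM NADH at pH 7.4.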
D1 antagonist – blocks dopamine activation of the human D1 receptor. activity change, negative = inhibition, % at 10 µM. HEK293 TREx D1 cells, calcium flux, dopamine EC80; stronger effect = lower value. 3.2% of 360,000 active; in the data active = activity change below about -30%; also: % is scaled to controls: 0 for no effect and ±100 for the full control effect
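Tetracycline-induced HEK293 T-REx cells with force-coupled D1 receptor were loaded with a no-wash calcium dye. Compound was added after a 10 s baseline and read kinetically for 180 s; EC80 dopamine was then added and calcium flux followed another 180 s.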
RXFP1 agonist – activates the human relaxin receptor RXFP1; Q9HBX9; HEK293T-RXFP1 cAMP TR-FRET, 30 min; response scale: percent of porcine relaxin response, buffer zero; Potency, µM (top dose mostly 57.5 µM), for inactives: at the top dose activation, hits mostly activators; 0.3% of 370,000 active; AID 2676; also: potency is read from the fitted curve at half-maximal effect; % is scaled to controls: 0 for no effect and ±100 for the full control effect; nearly all actives have a fitted effect of over 60% in size; many of its hits are not listed in these tables
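HEK293T cells stably expressing RXFP1 were pretreated with the PDE4 inhibitor Ro 20174, exposed to compounds for 30 min at 37C, lysed, and cAMP was read by TR-FRET. Data normalized to buffer (basal) and 29 nM porcine relaxin (100%).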
D2 potentiator – positive allosteric modulators of human D2 dopamine receptor | HEK293 T-REx D2, calcium flux, EC20 dopamine potentiation | potentiation, % at 10 µM | 0.34% of 340,000 active;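 active = potentiation over 3 SD above the plate norm, cut at about 30% in these data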; also: 0% is about no effect
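Potentiation of an EC20 dopamine calcium response is measured in a force-coupled, tetracycline-inducible Hek293 Trex D2 line. Compound-only kinetic reads over 180 s flag agonists before dopamine addition.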
* marks the source's active call; other numbers are inactive results; u = inconclusive; x = no result given; & = joins results of further samples; ! = not active in a repeat. Unless noted, calls follow the shape of the dose curve; as a rule, active = well fitted curve in the direction sought with a large enough effect; inconclusive = small, poorly fitted or top-dose-only effect, or another doubt; inactive = no such curve, though single readings can be large; an effect the other way counts as inactive or inconclusive. This is a subset; the hit share may differ from the screen's.

molecule,Glioma ERSR ind,D1 ag,Vif-APOBEC3G blk,Vif-APOBEC3F blk,D1 PAM,LDHA inh,D1 antagonist,RXFP1 agonist,D2 potentiator
CCN(CC)CCNC(=O)c1ccc(Cl)c(S(=O)(=O)N2CCCCCC2)c1,1%,3,1%,-1%,15,0,13,-2.2%,-19
COc1ccc(CCCc2nnc(SCC(=O)Nc3ccc(C)c(C)c3)o2)cc1,1%&0%,3&5,0%&0%,-8%&-11%,-3&-7,u,-32*!,3.3%&2.2%,-9&-7
Cc1ccc(S(=O)(=O)N2CCOCC2)cc1NC(=O)COC(=O)CSc1ccc(Br)cc1C,-5%,2,-6%,1%,-3,2,-3,0.8%,-12
CC(=O)OCC1=C(C(=O)O)N2C(=O)[C@@H](NC(=O)CSc3ccncc3)[C@H]2SC1,2%,3,2%,2%,-2,-3,4,2.0%,5
O=C(NNC(=O)c1cc2ccccc2[nH]1)OCc1ccccc1,-4%,1,4%,-1%,1,-1&1,-4,x,x
COc1cc(/C=C2\C(=N)N3N=C(N4CCOCC4)SC3=NC2=O)ccc1OC(=O)c1ccccc1,1%,2,-10%,-9%,-9,3,-7,-0.1%,-1
O=C(Nc1cccc(Br)c1)c1ccc(CN2CCc3ccccc3C2)cc1,1%,6,0%,-4%,-5,-11,-2,-1.0%,7
Clc1ccc(CN2C3=NCCN3c3ccccc32)cc1Cl,-5%,35*,-1%,4%,-4,0,-5,-1.7%,-4
CC1CCC2(CC1)NC(=O)N(CC(=O)Nc1cccc(S(=O)(=O)N(C)c3ccccc3)c1)C2=O (centres undefined),-5%,x,-8%,-13%,x,0,x,x,x
Cc1sc2nc(CSC(C)C(=O)N(C)CC(=O)Nc3ccccc3C(F)(F)F)[nH]c(=O)c2c1C (centres undefined),-4%,0,-6%,-7%,5,-3,6,1.3%,-3
CN(C)/C=C(\C=O)c1ncc(C(F)(F)F)cc1Cl,-2%,3,-1%,-9%,2,-3,-13,0.9%,-8
COC(=O)c1ccc(C)c(NC(=O)CCc2cc(OC)c(OC)c(OC)c2)c1,-2%,2,3%,-15%,-5,-10,-1,-1.6%,-2
Cn1c2ccccc2c(=O)c2c(=O)n(Cc3ccco3)c(COc3ccccc3)nc21,-4%,0,-21%,-18%,7,-4,12,0.8%,8
CC(C)(C)NC(=O)CSc1nc(-c2ccccc2)cc(=O)[nH]1,3%,2,-12%,13%,-6,-2,-8,3.1%,-7
COc1cc2c(cc1OC)C(C)N(S(=O)(=O)c1cn(C)c(C)n1)CC2 (centres undefined),-7%,1,1%,-1%,0,-16,-3,-0.5%,-3
CCCc1cc(=O)[nH]c(SCC(=O)c2cc(C)n(-c3cc(C)on3)c2C)n1,1%,12,6%,8%,-6,-1,-4,7.7%,2
O=C(NC1CCN(Cc2ccccc2)CC1)C1CCN(S(=O)(=O)c2cccc3nsnc23)CC1,-1%,4,-6%,-7%,-2,3,5,0.9%,-9
COc1ccc(-c2sc3ccccc3c2/C=C/c2ccc(N)cc2)cc1,0%,x,-13%,-6%,x,1,x,x,x
CCOC(=O)N1CCC(NC(=O)CCc2nc(-c3ccc(C)cc3)no2)CC1,-6%,0,0%,-2%,0,1,3,-0.1%,16
CCOC(=O)c1cccc(NC(=O)CSc2nc3ccccc3c(=O)n2CCOC)c1,1%,4,2%,2%,-10,-8,7,1.4%,5
COc1ccc(OC)c(NC(=O)Cn2cc(C(=O)c3ccco3)c3ccccc32)c1,-3%,0,2%,6%,2,3,11,-0.4%,0
O=[N+]([O-])c1ccccc1SNc1ccccn1,-1%,6,3%,-1%,-6,-1,-7,1.9%,-3
Cc1ccc(CNC(=O)C2CCCN(S(=O)(=O)c3ccc(F)cc3)C2)cc1 (centres undefined),2%,7,1%,-9%,5,-11,-10,0.7%,14
CCOc1ccc(N(C)Cc2cc(=O)oc3ccc(OCC)cc23)cc1,1%,3,-4%,-15%,2,3,-13,1.2%,3
CCCCCCCCCCCCCCCC(=O)OC(CC(=O)O)C[N+](C)(C)C (centres undefined),-8%&-4%&-1%,75*,-7%,-15%,-7,0,-34*,1.4%,11

3 entries out of the list above, sorted by the number in D1 antagonist, falling:
Compound	D1 ag	Vif-APOBEC3G blk	D1 PAM	LDHA inh	D1 antagonist	D2 potentiator
Clc1ccc(CN2C3=NCCN3c3ccccc32)cc1Cl	35*	-1%	-4	0	-5	-4
Cc1ccc(CNC(=O)C2CCCN(S(=O)(=O)c3ccc(F)cc3)C2)cc1 (centres undefined)	7	1%	5	-11	-10	14
CCOc1ccc(N(C)Cc2cc(=O)oc3ccc(OCC)cc23)cc1	3	-4%	2	3	-13	3

The results go on.
molecule,Glioma ERSR ind,D1 ag,Vif-APOBEC3G blk,Vif-APOBEC3F blk,D1 PAM,LDHA inh,D1 antagonist,RXFP1 agonist,D2 potentiator
CC(=O)Nc1c(O)nc(SCc2ccc(Cl)cc2)[nH]c1=O,-3%,2,-1%,-16%,-5,-4,-7,0.2%,-4
Cn1c(=O)c2c(nc(OC/C=C/c3ccccc3)n2C)n(C)c1=O,-2%,x,0%,-6%,x,-3,x,x,x
CCCn1c(SCc2ccc(C(=O)OC)o2)nc2ccccc2c1=O,-6%,15,0%,3%,-5,3,-18,4.6%,6
CCCNC(=O)c1noc2c1CCc1cc(OC)ccc1-2,-6%,7,2%,4%,-5,3,-4,-1.3%,15
CC(C)C1OC2c3cccc4cccc(c34)C2N1c1ccccc1 (centres undefined),1%,2,u,-13%,0,7,-3,1.6%,4
COc1ccc(-c2noc(CN(C(=O)c3cc(OC)c(OC)cc3OC)C(C)C)n2)cc1,-3%,1,2%,-12%,-3,-9,-4,-2.6%,5
Cc1c(C)c2ccc(O)c(CN3CCN(C)CC3)c2oc1=O,3%,3,-2%,-5%,-4,-3,3,15%,-5
Cc1ccc(C)c(OCC(=O)N/N=C/c2ccc(N3CCOCC3)cc2)c1,-3%,x,-5%,-14%,x,-3,x,x,x
CCOC(=O)CC(=O)CSc1nc2ccccc2c(=O)n1-c1ccc(C(=O)N2CCOCC2)cc1,0%,0,-9%,9%,-1,4,8,0.7%,10
COCCn1c(SCC(=O)NCCCN2CCCC2=O)nc2sc3c(c2c1=O)CCCC3,-3%,x,0%,6%,x,-4,x,x,x
Cc1cc(C(=O)CSc2nnc3c(Cl)cc(Cl)cn23)c(C)n1C,-6%,1,-5%,10%,3,-6,-31*,0.7%,5
O=C(NCc1ccc(F)cc1)C(Cc1ccccc1)NS(=O)(=O)c1cccs1 (centres undefined),-4%,2,1%,-3%,-2,-15,-23,-0.2%,x
O=C(/C=C/NCc1ccc(F)cc1)c1ccccc1,10%,1,-7%,-2%,-4,-7,10,-0.1%,11
O=C(c1ccc2c(c1)CCN2S(=O)(=O)c1ccccc1)N1CCN(c2ccccc2)CC1,0%,1,1%,-2%,-5,-3,1,-2.5%,4
Cc1ccc(OCCCC(=O)N(C)CC(=O)Nc2ccccc2Cl)cc1,-2%,1,0%,4%,-4,-5,-16,0.6%,-8
CC(=O)c1cccc(N(CC(=O)NC2CCCCC2)C(=O)Cn2nnc(-c3ccccc3)n2)c1,-2%,1,0%,-21%,-3,-6,24,-0.6%,-1
CCC1Oc2ccccc2N(CC(=O)NC2CCCCC2C)C1=O (centres undefined),-4%,3,0%,-7%,-3,-2,-8,3.7%,-9
CSCCC(NC(N)=O)C(=O)NCc1ccc(Cl)cc1 (centres undefined),-1%,-1,1%,2%,-5,-6,4,-0.6%,1
CCOC(=O)c1cnn(-c2ccccc2)c1-c1ccccc1,-3%,4,0%,2%,-6,-8,-10,0.5%,3
O=C(CN1CCC(NC(=O)Nc2ccccc2)CC1)Nc1cccc([N+](=O)[O-])c1,-8%,1,0%,2%,-9,-5,7,0.2%,-8
CCOC(=O)c1cnc(SCc2ccc(C(C)(C)C)cc2)nc1N,8%,5,-6%,-1%,-7,-8,10,0.9%,-18
COCC(=O)N(CCN(C)C)Cc1cc2cc3c(cc2nc1Cl)OCO3,-1%,4,-1%,-2%,-3,-1,6,20%,-6
CCc1ccc(NC(=O)N2CCN(c3ccccc3)CC2)cc1,1%,1,-12%,4%,-5,-12,x,0.5%,-10
Cc1ccccc1NCCNc1ccccc1C,-1%,2,0%,-13%,-1,1,-2,-0.7%,x
CCN(CC)c1ccc(NC(=O)Cn2c3ncccc3c(=O)n2-c2ccccc2)c(C)c1,-1%,1,-2%,2%,-3,1,1,0.0%,-1

(listing goes on)
molecule,Glioma ERSR ind,D1 ag,Vif-APOBEC3G blk,Vif-APOBEC3F blk,D1 PAM,LDHA inh,D1 antagonist,RXFP1 agonist,D2 potentiator
COC(=O)c1ccc(OCC(=O)NC2CCCCCC2)cc1,2%,9,1%,-23%,-8,-4,-16,1.2%,x
Cc1ccc(C)c(CSc2nnc(-c3cccnc3)n2N)c1,2%,1,6%,0%,-9,-15,2,1.8%,-7
CN(C)S(=O)(=O)c1ccccc1C#N,-1%,0,-3%,-6%,1,-2,4,1.8%,16
CCOC(=O)c1ccc(NC(=O)CCn2c(=O)c3cccn3c3ccccc32)cc1,-3%,86*,-2%,2%,24,2,-16,2.1%,11
Cc1ccccc1C(=O)N1CCN(c2ccccn2)CC1,-2%,3,1%,-8%,0,-6,7,0.5%,-4
Cc1cccc(NC(=O)CSc2nc(N)c(NC(=O)c3cccs3)c(=O)[nH]2)c1,0%,-3,5%,-7%,-1,-10,10,-0.6%,3
CC(=O)Nc1ccc(Cl)cc1C(=O)O,-3%,3,-3%,1%,-2,-6,3,0.5%,23
COc1ccc(C(CNC(=O)c2ccc(S(=O)(=O)N(C)C)cc2)N2CCCC2)cc1 (centres undefined),-3%,4,4%,9%,6,-4,5,-1.1%,-2
CCc1ccc(OCCCC(=O)NCc2ccccc2)cc1,-4%,-1,-21%,-16%,-2,-4,3,4.6%,-8
Cc1cc(-c2nc3ncccc3o2)ccc1NC(=O)COc1cc(C)c(Cl)c(C)c1,-3%,13,1%,-1%,2,1,3,3.7%,2
COc1ccc(-n2nc(C(=O)NCCc3ccc(OC)c(OC)c3)c3c4ccccc4n(C)c3c2=O)cc1Cl,-1%,4,-1%,-5%,4,-6,-18,1.6%,-3
